Bioassay records (PubChem)
GPR55 LPI antagonism: inhibition of LPI-stimulated GPR55 beta-arrestin translocation – imaging, U2OS, beta-arrestin-GFP, LPI agonist, primary screen (AID 2013) | inhibition, % at 10 µM; hits with a dose series show IC50 in µM | 290,000 compounds, 0.13% hits | U2OS GPR55 beta-arrestin-GFP translocation imaging, LPI antagonism; higher % means a stronger effect;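 active = spots per cell inhibited over 60%, with over 100 cells counted and total cytoplasm intensity under 500,000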;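 note: U2OS cells stably carrying GPR55 and arrestin-GFP stimulated by 5 µM LPI near EC80; imaged beta-arrestin-GFP aggregate spots per cell after agonist stimulation; plate controls were LPI-stimulated DMSO wells for no effect and DMSO wells without LPI for full effect; some results filed as inactive read as strong as hits; confirmed hits need IC50 under 10 µM and bright autofluorescent wells are also inconclusive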
NTR1 ag: agonists of NTR1, primary screen, imaging, U2OS cells, beta-arrestin-GFP, high content (AID 493036) | P30989 | activation, % at 20 µM | 330,000 compounds, 0.17% hits | NTR1-U2OS beta-arrestin-GFP spot imaging, agonist mode;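 active = activation at or above 40% of the spot to cytoplasm intensity ratio, with at least 20 cells analyzed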;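 note: 0% = DMSO without peptide and 100% = 100 nM NTR1 peptide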
Target sequence (P30989 whole entry, looked up): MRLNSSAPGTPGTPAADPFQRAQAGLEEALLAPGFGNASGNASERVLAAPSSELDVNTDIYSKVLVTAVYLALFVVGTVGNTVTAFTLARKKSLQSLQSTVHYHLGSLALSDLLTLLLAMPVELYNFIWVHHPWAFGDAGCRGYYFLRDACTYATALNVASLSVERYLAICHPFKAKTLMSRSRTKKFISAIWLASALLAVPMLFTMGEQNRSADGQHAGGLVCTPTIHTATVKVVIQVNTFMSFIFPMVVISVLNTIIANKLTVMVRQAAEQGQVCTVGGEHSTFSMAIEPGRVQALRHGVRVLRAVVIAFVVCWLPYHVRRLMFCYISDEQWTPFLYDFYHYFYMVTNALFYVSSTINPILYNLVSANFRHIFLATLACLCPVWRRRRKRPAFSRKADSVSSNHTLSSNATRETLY
Rac1 GTP hydrolysis: MgcRacGAP GTPase-activating activity inhibitors, confirmation, biochemical, ADP Hunter fluorescence; MgcRacGAP-stimulated Rac1 GTP hydrolysis, ADP Hunter fluorescence; higher % means a stronger effect; GST-tagged Rac1 F28L mutant substrate; inhibition, % at 30 µM, or IC50 in µM where a hit was titrated; 340,000 compounds, 0.6% hits;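 active = first-screen hits whose inhibition reached a set limit at any dose in the follow-up dose series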;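 note: fluorescence reports GDP produced by GAP-driven GTP hydrolysis; strong numbers were not always called active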
T cell HTS: T cell immune modulators affecting CD8 T cell-vesicle binding. 330,000 compounds, 0.068% hits. calls only at 7 µM. AID 2052. 2C CD8+ T cell-vesicle binding, flow cytometry; stronger effect = lower value;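 active = response, share of CD8 T cells binding vesicles, and their 90th percentile fluorescence all below set limits, cut at about 80% in these data, passing the limit was not always enough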
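Material: murine 2C transgenic CD8+ T lymphocytes / Also added: QL9-peptide-loaded Drosophila micro-vesicles bearing Ld, ICAM-1 and B7-1 / Schedule: binding step 1.5 h, 37 °C, antibody labelling 20 min, ice / Signal: flow cytometry, PE anti-B7-1 (FL2) versus Alexa647 anti-CD8 (FL8), PFA-fixed / Evaluation: percent CD8+ FL2 mean versus row control / Benchmarks: naked versus QL9-loaded vesicles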
GPR35 antagonists: inhibition of zaprinast-stimulated GPR35 beta-arrestin translocation – imaging, U2OS, beta-arrestin-GFP, zaprinast agonist, primary screen (AID 2058); U2OS GPR35 beta-arrestin-GFP translocation imaging, zaprinast antagonism; higher % means a stronger effect; one-dose inhibition, % at 10 µM; IC50 in µM for titrated hits; 290,000 compounds, 0.052% hits;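 active = inhibition of at least 50% with at least 30 cells and total cytoplasm GFP at most 10,000,000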
LYP phosphatase: PTPN22 lymphoid phosphatase activity blockers – biochemical, fluorescence intensity, uHTS (AID 1779). recombinant LYP phosphatase, fluorescence intensity; higher % means a stronger effect. one-dose inhibition, % at 11.5 µM; IC50 in µM for titrated hits. 290,000 compounds, 0.054% hits; in the data active = inhibition above about 50%;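 note: plate controls were vehicle with enzyme for no effect and no enzyme for full effect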
Large T inhibition: SV40 large T antigen inhibitors, biochemical (AID 1903) | SV40 large T antigen ATPase/helicase inhibition assay; higher % means a stronger effect | inhibition, % at 20 µM, or IC50 in µM where a hit was titrated | 310,000 compounds, 0.39% hits; in the data active = a potency from the dose series; note: strong numbers were not always called active
Hep lipid drop: hepatic lipid droplet formation modulation. AID 1656. inhibition, % at 6.5 µM. AML12 mouse hepatocytes, oleate lipid droplets, BODIPY imaging. 240,000 compounds, 0.4% hits;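 active = lipid droplet intensity inhibited by at least 50%, with more than 500 cells counted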
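Material – AML12 mouse liver cells · Also added – oleate loading, 100 µM · Compound dosing – 6.5 µM single-point dosing · Times – overnight treatment with compound plus oleate · Measured by – fluorescence imaging, 20x objective, two fields per well · Read-out – percent inhibition of filter-corrected integrated lipid droplet intensity per well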
GPR55 beta-arrestin: GPR55 agonists via beta-arrestin recruitment, primary screen, imaging, U2OS cells, beta-arrestin-GFP redistribution (AID 1961). U2OS GPR55 beta-arrestin-GFP redistribution imaging; higher % means a stronger effect. activation, % at 10 µM, or EC50 in µM where a hit was titrated. 290,000 compounds, 0.048% hits;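 active = activation above 40% with more than 50 cells counted in the well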;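 note: U2OS osteosarcoma cells stably expressing GPR55 and beta-arrestin-GFP; plate controls were DMSO negative control for no effect and LPI positive control for full effect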
Hep lipid drop cells 6.5 µM: recorded beside Hep lipid drop, whose call it bears; cell count; measured here: cell count, cytotoxicity flag;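 cells counted across two imaged fields per well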
T cell HTS vesicle-bound %: further read-out of T cell HTS, marked with its call; double positive events, %; measured here: CD8+ vesicle-bound cell fraction;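 binding gate set so that unloaded-vesicle control wells show 10% double positive cells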
NTR1 ag cell count 20 µM: recorded beside NTR1 ag, whose call it bears; cell count; measured here: cell count, cytotoxicity flag
* hit, by the source's call; i = inactive; . = no result given; & = joins results of further samples.

SMILES	GPR55 LPI antagonism	NTR1 ag	NTR1 ag cell count 20 µM	Rac1 GTP hydrolysis	T cell HTS	T cell HTS vesicle-bound %	GPR35 antagonists	LYP phosphatase	Large T inhibition	Hep lipid drop	Hep lipid drop cells 6.5 µM	GPR55 beta-arrestin
Cn1c(NC(=S)Nc2ccccc2)nc2ccccc21	4%	0.9	42	4%	i	37	2%	-2%	16%	0	678	0.5%
CC(C)(C)C1CCC(=NNc2ncc(C(F)(F)F)cc2Cl)CC1 (stereo not given)	-4%	-0.5	52	2%	i	33	19%	-5%	16%	7	777	-0.1%
O=C(COC(=O)/C=C/c1ccc(OC(F)F)cc1)NCCN1C(=O)CSC1=O	9%	-0.3	60	2%	i	48	10%	-5%	0%	0	664	-0.3%
Cc1ccn(CC(=O)N/N=C/c2cc([N+](=O)[O-])ccc2O)n1	-7%	1.5	62	-12%	i	6	15%	2%	-1%	4	671	-0.1%
COC(=O)C1CCN(C(=O)COc2ccc(Cl)cc2)CC1	-12%	-1.0	80	2%	i	23	-4%	0%	-5%	0	692	-0.1%
COC(=O)[C@H](Cc1ccccc1)NC(=O)c1cc(COc2c(F)cccc2F)on1	6%	1.1	62	11%	i	4	-20%	-10%	8%	7	776	-0.1%
Cc1ccccc1NC(=O)C1CC(=O)N(c2ccccc2F)C1 (stereo not given)	7%	-0.4	50	12%	i	33	13%	-1%	13%	-12	684	0.2%
C=CCN1C(=O)CSc2ccc(C(=O)NCc3ccc(F)cc3)cc21	4%	1.1	52	2%	i	37	23%	-9%	-2%	-1	707	-0.1%
CCOC(=O)CC(NC(=O)Cn1nnc(-c2ccccc2F)n1)c1ccccc1Cl (stereo not given)	1%	-0.5	83	2%	i	44	2%	3%	11%	7	681	-0.1%
CC(=O)c1cc2ccc(O)cc2oc1=O	12%	1.3	49	9%	i	11	-13%	-13%	-1%	14	746	-0.2%
O=C(COC(=O)c1cc([N+](=O)[O-])ccc1N1CCOCC1)Nc1c(Cl)cccc1C(F)(F)F	8%	1.0	53	6%	i	56	-4%	-1%	10%	-2	800	0.0%
COc1ccc(C(=O)NCc2ccc(C(=O)O)o2)cc1	0%	-0.9	63	2%	i	31	7%	-12%	7%	.	.	-0.1%
CC(OC(=O)C1CC1C)C(=O)Nc1ncc(Cl)cc1Cl (stereo not given)	.	1.8	46	5%	i	47	.	.	12%	.	.	.
CCC1(c2ccccc2)NC(=O)N(CC(=O)Nc2ccccc2C(=O)N2CCCCC2)C1=O (stereo not given)	.	0.2	44	5%	i	9	.	.	22%	.	.	.
CCC(C)NC(=O)COc1ccccc1[N+](=O)[O-] (stereo not given)	0%	-2.5	61	6%	i	15	7%	-1%	14%	30	745	-0.1%
CN(C)c1nc(N(C)C)n(Cc2c(Cl)cccc2Cl)n1	-2%	-1.0	20	2%	i	43	2%	-2%	1%	-11	737	-0.5%
CCNCc1cc(OCC)c(OCC(=O)NCCc2ccccc2)cc1Cl	4%	-0.5	49	6%	i	21	4%	-6%	19%	.	.	0.3%
COc1ccc(CC(=O)Nc2ccccc2NC(=O)c2ccco2)cc1OC	-10%	-0.5	73	1%	i	59	1%	-8%	1%	2	809	-0.1%
CC1CC(C)CN(S(=O)(=O)c2cccc(C(=O)OCCN3CCCC3=O)c2)C1 (stereo not given)	-5%	-1.0	36	10%	i	18	-5%	-2%	-8%	1	758	0.0%
Cc1ccc(S(=O)(=O)N2CCCCC2C(=O)N(C)c2ccccc2)cc1 (stereo not given)	-10%	2.2	60	10%	i	34	0%	-14%	.	-43	757	-0.3%
CCC(=O)Nc1nnc(-c2ccncc2)s1	2%	2.0	68	9%	i	29	12%	-11%	-4%	14	788	-0.1%
O=C(CCNC(=O)c1ccccc1Cl)NCC(c1ccco1)N1CCCC1 (stereo not given)	.	0.5	70	1%	i	30	.	.	16%	.	.	.
Cc1ccc(C(=O)NCC(=O)NCC(=O)OCC(=O)c2ccc([N+](=O)[O-])cc2)cc1	8%	2.3	52	6%	i	44	-4%	1%	10%	.	.	-0.1%
COc1cccc(C(=O)Oc2ccc(/C=N/NC(=O)c3ccncc3)cc2OC)c1	-8%	6.3	35	9%	i	19	-17%	-2%	5%	6	823	-0.2%
OC(CNCC1CCCO1)Cn1c2ccc(Br)cc2c2cc(Br)ccc21 (stereo not given)	29%	4.4	74	2%	i	18	-9%	-15%	5%	-23	589	-0.4%

The list goes on.
SMILES	GPR55 LPI antagonism	NTR1 ag	NTR1 ag cell count 20 µM	Rac1 GTP hydrolysis	T cell HTS	T cell HTS vesicle-bound %	GPR35 antagonists	LYP phosphatase	Large T inhibition	Hep lipid drop	Hep lipid drop cells 6.5 µM	GPR55 beta-arrestin
O=C(CSc1nnc2ccccn12)N1CCc2ccccc2C1	9%	0.8	39	10%	i	54	-5%	-9%	23%	.	.	-0.1%
Cc1nc2ccccc2n1CC(O)COC1CCCCC1 (stereo not given)	-2%	0.9	59	13%	i	56	1%	-1%	11%	24	799	0.1%
Cc1ccc(CNC(=O)CSc2c3c(nc4cc(Cl)ccc24)CCCC3)o1	13%	3.0	94	5%	i	22	17%	2%	0%	-4	804	-0.1%
Cc1ccc(S(=O)(=O)Cc2nnnn2-c2ccccc2)cc1	3%	1.0	57	5%	i	62	-4%	-5%	8%	10	893	-0.1%
CCN(CC)C(=O)CN(C)S(=O)(=O)c1cccc2nsnc12	-3%	1.7	98	-1%	i	13	-3%	-6%	8%	.	.	-0.1%
Cc1ccc(S(=O)(=O)N(C)C)cc1NC(=O)Nc1ccccc1F	8%	0.4	74	.	i	34	15%	-4%	21%	4	732	0.2%
Cc1ccc(-c2ccc(=O)n(CC(=O)Nc3cccc(C(=O)N4CCN(C)CC4)c3)n2)cc1	11%	1.0	83	6%	i	18	11%	-11%	-4%	.	.	-0.2%
O=C(COC(=O)c1c2ccccc2cc2ccccc12)Nc1ncc(C(F)(F)F)cc1Cl	-8%	6.0	59	7%	i	9	-10%	-4%	-4%	-10	781	-0.2%
CCN(CC)CCNCc1cc(Br)ccc1OCC(=O)NCc1ccccc1	12%	1.7	43	4%	i	15	5%	-8%	4%	-14	618	0.2%
COc1cc2c(cc1O)CC[C@@H]1[C@@H]2CC[C@]2(C)[C@@H](O)CC[C@@H]12	-9%	1.2	57	12%	i	11	-5%	-5%	25%&1%	-5	732	-0.5%
Cc1ccc(CN=C2NC(=O)C(CC(=O)NCCc3ccccc3)S2)cc1 (stereo not given)	-1%	-0.2	50	2%	i	16	3%	0%	14%	5	677	-0.2%
O=C(Nc1nc(-c2ccc(S(=O)(=O)N3CCCC3)cc2)cs1)C1COc2ccccc2O1 (stereo not given)	2%	3.2	48	5%	i	52	14%	8%	4%	-5	668	-0.2%
COc1c(N)c2ccccc2[nH]c1=O	41%	-0.2	50	3%	i	47	-6%	-5%	22%	-2	738	-0.1%
CC(C(=O)NCCN1CCOCC1)c1ccc([N+](=O)[O-])cc1 (stereo not given)	1%	0.2	94	9%	i	36	-9%	-2%	-2%	-5	605	0.1%
O=C(CSc1nnc(-c2ccc3c(c2)OCCO3)o1)NC1CCCCC1	10%	1.2	45	.	i	45	12%	-3%	.	.	.	-0.3%
Cc1ccc(NC(=O)c2cnc(SCC(=O)NCC3CCCO3)n(C)c2=O)cc1C (stereo not given)	.	24	57	5%	i	33	.	.	18%	.	.	.
COc1ccc(OCc2cccc(C(=O)Nc3cc(C)on3)c2)cc1	4%	2.1	79	-12%	i	58	-6%	-3%	10%	3	728	-0.4%
O=C(O)COc1ccc(S(=O)(=O)N2CCCC2)cc1	12%	0.2	66	5%	i	52	-4%	-11%	6%	-2	797	0.0%
COc1ccc(-c2csc(N(CC3CCCO3)C(=O)c3ccc(C)cc3)n2)cc1 (stereo not given)	1%	3.1	94	-1%	i	59	-1%	3%	25%	-1	781	-0.3%
CCOC(=O)C(=O)NN=C(c1ccccc1)c1ccccc1	11%	-0.2	38	1%	i	47	1%	-9%	7%	14	693	0.3%
CSc1cc(-c2ccco2)oc1C(=O)c1ccco1	.	-0.9	40	18%	i	36	.	.	25%	.	.	.
COc1cc(S(=O)(=O)N(CCc2ccccc2)Cc2cccs2)ccc1-n1cnnn1	8%	1.9	52	12%	i	36	-6%	-2%	11%	20	728	0.2%
COc1ccc(CN(CC(=O)NCc2ccccc2)C(=O)c2csnn2)cc1	-24%	-1.0	44	-2%	i	45	26%	-3%	-3%	-18	725	-0.1%

Pulled one by one from above, 5 records:
SMILES	GPR55 LPI antagonism	NTR1 ag	NTR1 ag cell count 20 µM	Rac1 GTP hydrolysis	T cell HTS	T cell HTS vesicle-bound %	GPR35 antagonists	LYP phosphatase	Large T inhibition	Hep lipid drop	Hep lipid drop cells 6.5 µM	GPR55 beta-arrestin
O=C(O)COc1ccc(S(=O)(=O)N2CCCC2)cc1	12%	0.2	66	5%	i	52	-4%	-11%	6%	-2	797	0.0%
CCN(CC)CCNCc1cc(Br)ccc1OCC(=O)NCc1ccccc1	12%	1.7	43	4%	i	15	5%	-8%	4%	-14	618	0.2%
COc1cc(S(=O)(=O)N(CCc2ccccc2)Cc2cccs2)ccc1-n1cnnn1	8%	1.9	52	12%	i	36	-6%	-2%	11%	20	728	0.2%
CC(C(=O)NCCN1CCOCC1)c1ccc([N+](=O)[O-])cc1 (stereo not given)	1%	0.2	94	9%	i	36	-9%	-2%	-2%	-5	605	0.1%
Cc1ccc(S(=O)(=O)N(C)C)cc1NC(=O)Nc1ccccc1F	8%	0.4	74	.	i	34	15%	-4%	21%	4	732	0.2%
